Bioassay records: PubChem, several laboratories
HePTP inh: human HePTP phosphatase inhibition | P35236 | recombinant HePTP phosphatase activity, OD absorbance | AID 521 | 110,000 compounds, 0.64% hits | inhibition, % at 20 µM; in the data active = inhibition above about 50%;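 also: plate controls were vehicle for no effect and reference inhibitor for full effect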
Target sequence (P35236 whole entry, looked up): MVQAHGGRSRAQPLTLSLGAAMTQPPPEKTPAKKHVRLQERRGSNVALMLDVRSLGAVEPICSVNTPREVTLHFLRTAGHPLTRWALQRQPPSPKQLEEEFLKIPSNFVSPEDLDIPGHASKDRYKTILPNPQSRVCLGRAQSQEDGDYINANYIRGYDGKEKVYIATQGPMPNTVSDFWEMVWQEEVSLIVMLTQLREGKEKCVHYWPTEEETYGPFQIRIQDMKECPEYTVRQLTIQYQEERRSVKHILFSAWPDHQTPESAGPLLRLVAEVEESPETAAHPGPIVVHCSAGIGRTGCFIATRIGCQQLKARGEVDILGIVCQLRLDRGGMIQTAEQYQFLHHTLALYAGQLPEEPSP
BAP1 block: blocks human BAP1 ubiquitin-AMC hydrolysis; activity remaining (% of control), % at 20 µM; recombinant BAP1, Ub-AMC hydrolysis fluorescence kinetic; active compounds read low; AID 436; 72,000 compounds, 0.48% hits;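 active = activity remaining at or below 50% of control, provided the compound also passes the data quality filters; inactive = the rest, including low values that fail the filters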;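 also: 100% = DMSO wells rate and 0% = substrate alone blank rate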
Target sequence (Q92560 whole entry, looked up): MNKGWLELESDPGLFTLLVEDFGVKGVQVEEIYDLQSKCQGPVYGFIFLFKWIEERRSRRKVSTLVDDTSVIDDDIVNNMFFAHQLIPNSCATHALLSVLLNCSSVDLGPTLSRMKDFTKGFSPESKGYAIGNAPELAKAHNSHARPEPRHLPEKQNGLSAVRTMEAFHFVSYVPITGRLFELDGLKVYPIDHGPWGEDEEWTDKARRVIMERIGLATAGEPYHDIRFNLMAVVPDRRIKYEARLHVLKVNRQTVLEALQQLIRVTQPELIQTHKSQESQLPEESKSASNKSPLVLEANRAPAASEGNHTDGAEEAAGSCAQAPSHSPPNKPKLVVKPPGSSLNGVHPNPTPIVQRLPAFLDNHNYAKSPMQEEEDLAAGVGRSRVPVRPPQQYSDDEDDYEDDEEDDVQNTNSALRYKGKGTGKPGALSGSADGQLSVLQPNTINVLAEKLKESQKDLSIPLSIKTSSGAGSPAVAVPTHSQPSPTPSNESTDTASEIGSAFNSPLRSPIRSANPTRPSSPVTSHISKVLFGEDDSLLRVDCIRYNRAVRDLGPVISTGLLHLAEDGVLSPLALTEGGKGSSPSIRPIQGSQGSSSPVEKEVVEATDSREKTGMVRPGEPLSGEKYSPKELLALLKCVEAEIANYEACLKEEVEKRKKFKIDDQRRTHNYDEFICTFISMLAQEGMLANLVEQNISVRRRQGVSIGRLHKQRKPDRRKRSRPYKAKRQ
Numbers without * were called inactive; . = no result given; & = joins results of further samples.

The first 15 compounds as a preview:
SMILES	HePTP inh	BAP1 block
CCn1c(SCC(=O)Nc2cc(F)ccc2C)nnc1-c1ccccc1O	-3.8	95.4
COc1cccc(NC(=O)CSc2nc3n[nH]c(C)c3c(=N)n2-c2cccc(OC)c2)c1	.	119.5
COc1ccc(CNc2ccc(-c3ccc(OC)cc3)nn2)cc1	6.5	104.9
CCCC(C)NC(=O)Cc1ccccc1 (stereo not drawn)	-4.5	.
COc1cc(C(=O)Nc2ccc(Cl)cn2)cc(OC)c1OC	9.1	.
COc1cccc(CNC(=O)CCNS(=O)(=O)c2cccs2)c1	-3.9	.
CCOC(=O)C1=C(C)N=C2SC(C)C(=O)N2C1c1ccc(OC(C)=O)c(OC)c1 (stereo not drawn)	7.0	121.2
O=S(=O)(c1ccc(Cl)cc1)c1ccc(Oc2ccc(Cl)cc2)cc1	-10.8	.
C=CCN1C(=O)NC(=O)/C(=C/c2cc(OC)c(OC(C)=O)c(OC)c2)C1=O	-0.6	.
CN(C)C1=C/C(=N/S(=O)(=O)c2ccccc2)c2ccccc2C1=O	2.4	.
CC(NC(=O)Cn1ccsc1=N)C12CC3CC(CC(C3)C1)C2 (stereo not drawn)	10.0	117.7
CS(=O)(=O)c1ccc2nc(NS(=O)(=O)c3ccc(F)cc3)sc2c1	-11.8	.
O=C(c1cccs1)N(Cc1nc2sc3c(c2c(=O)[nH]1)CCCC3)C1CCCC1	3.0	110.0
CN(C(=O)C(Cl)Cl)c1ccc(OC(=O)c2ccco2)cc1	11.5	73.2
Cc1ccc(N2C(=O)CC(N3CCN(c4ccccc4F)CC3)C2=O)cc1 (stereo not drawn)	-3.3	.

The listing, from the first entry:
SMILES	HePTP inh	BAP1 block
CCn1c(SCC(=O)Nc2cc(F)ccc2C)nnc1-c1ccccc1O	-3.8	95.4
COc1cccc(NC(=O)CSc2nc3n[nH]c(C)c3c(=N)n2-c2cccc(OC)c2)c1	.	119.5
COc1ccc(CNc2ccc(-c3ccc(OC)cc3)nn2)cc1	6.5	104.9
CCCC(C)NC(=O)Cc1ccccc1 (stereo not drawn)	-4.5	.
COc1cc(C(=O)Nc2ccc(Cl)cn2)cc(OC)c1OC	9.1	.
COc1cccc(CNC(=O)CCNS(=O)(=O)c2cccs2)c1	-3.9	.
CCOC(=O)C1=C(C)N=C2SC(C)C(=O)N2C1c1ccc(OC(C)=O)c(OC)c1 (stereo not drawn)	7.0	121.2
O=S(=O)(c1ccc(Cl)cc1)c1ccc(Oc2ccc(Cl)cc2)cc1	-10.8	.
C=CCN1C(=O)NC(=O)/C(=C/c2cc(OC)c(OC(C)=O)c(OC)c2)C1=O	-0.6	.
CN(C)C1=C/C(=N/S(=O)(=O)c2ccccc2)c2ccccc2C1=O	2.4	.
CC(NC(=O)Cn1ccsc1=N)C12CC3CC(CC(C3)C1)C2 (stereo not drawn)	10.0	117.7
CS(=O)(=O)c1ccc2nc(NS(=O)(=O)c3ccc(F)cc3)sc2c1	-11.8	.
O=C(c1cccs1)N(Cc1nc2sc3c(c2c(=O)[nH]1)CCCC3)C1CCCC1	3.0	110.0
CN(C(=O)C(Cl)Cl)c1ccc(OC(=O)c2ccco2)cc1	11.5	73.2
Cc1ccc(N2C(=O)CC(N3CCN(c4ccccc4F)CC3)C2=O)cc1 (stereo not drawn)	-3.3	.
Cc1ccc(C2CC(C(F)(F)F)n3ncc(C(=O)Nc4ccc(C)c(C)c4)c3N2)cc1 (stereo not drawn)	4.6	.
O=c1/c(=C/c2cccc3ccccc23)sc2ncnn12	2.1	116.5
COC(=O)c1ccc(N2CCOCC2)c([N+](=O)[O-])c1	-10.2	.
CCOc1cccc(-c2nc3cc(OC)c(OC)cc3c(=O)o2)c1	-13.6	.
COc1ccccc1CN1CC(C(=O)NCC2CCCO2)CC1=O (stereo not drawn)	-1.2	127.0
O=C(CSC1=NCCS1)Nc1cccc(C(F)(F)F)c1	-8.9	.
Cc1ccc(OCCSc2ncnc3nc[nH]c23)cc1	2.8	100.7
O=C1NC(=O)C(c2ccccc2)(c2ccccc2)N1	-4.8	120.1&90.0
COc1ccc(C2(C(=O)NC(C)C)CCCC2)cc1OC	4.8	50.1
O=c1c2ccccc2c(C=NCCO)c(O)n1-c1ccccc1	2.7	79.4
Cc1nc2nc(-c3ccccc3)[nH]n2c(=O)c1Cc1ccccc1	14.8	75.4
O=C(O)COCc1nc2ccccc2[nH]1	3.9	105.4
O=C(O)c1cc(NC(=O)c2ccccc2Cl)cc(C(=O)O)c1	-12.4	.
Cc1ccccc1CSCCNC(=O)CN(c1ccc2c(c1)OCO2)S(C)(=O)=O	10.1	105.9
Clc1ccc(C2Oc3ccccc3C3CC(c4ccccc4)=NN32)cc1 (stereo not drawn)	.	74.8
CCCC(O)(CCN(C)C)c1ccc(OC)cc1 (stereo not drawn)	6.7	100.7
COc1cccc2cc3c(=O)n(-c4ccccc4)nc-3oc12	4.1	82.7
CC1=C(C(=O)OC2CCCCC2)C(c2ccc(O)cc2)C2=C(CCCC2=O)N1 (stereo not drawn)	-14.1	.
CCOC(=O)c1c(NC(=O)c2ccccc2)sc2c1CCC/C2=N/O	-14.6	.
Cc1cccn2c(=O)c3cc(C(=O)NCCCN4CCOCC4)n(C)c3nc12	5.5	101.8
CCOC(=O)C1=C(N)OC2=C(C(=O)CCC2)C1c1cc(C)ccc1C (stereo not drawn)	-6.7	.
COc1ccc(CN2CCN(C3CCC(C)CC3)CC2)c(OC)c1 (stereo not drawn)	7.4	.
Cc1ccccc1NC(=O)/C(=C\c1cccs1)NC(=O)c1ccc(C(C)(C)C)cc1	4.3	.
COc1ccccc1NC(=O)CN(C)S(=O)(=O)c1ccc(F)cc1	7.5	80.5
Cc1ccc2[nH]c(=O)c(CN(CCCN3CCOCC3)C(=O)Nc3cccc(Cl)c3)cc2c1	8.6	104.8
COc1cc(/C=C2/C(=O)NC(=O)N(c3ccccc3F)C2=O)ccc1OCc1ccc(C(=O)O)cc1	-2.8	.
COc1ccc(NS(=O)(=O)c2cc(C)ccc2C)cc1	-3.1&-1.6	84.4
Cn1cccc1Cc1nnc(SCC(=O)NCC2CCCO2)n1CCc1ccccc1 (stereo not drawn)	-11.2	97.8
C=CCNc1nc(-c2ccc(O)c(C(N)=O)c2)cs1	-6.7	111.9
O=C1C2CC=CCC2C(=O)N1c1ccc(OCC(O)CN2C(=O)c3ccccc3S2(=O)=O)cc1 (stereo not drawn)	2.7	.
Cc1cc(C(=O)CSc2nncs2)c(C)n1-c1c(C)n(C)n(-c2ccccc2)c1=O	8.5	102.1
COc1ccc(C(=O)CSc2nnc(-c3ccc(C)cc3)o2)cc1	-3.5	66.2
CCn1cc(C(=O)NCC2CCCO2)c(=O)c2cc(S(=O)(=O)N(C)C)ccc21 (stereo not drawn)	-4.6	86.1
COc1ccc(CCNC(=O)c2ccc(C#CC(C)(C)O)cc2)cc1OC	-10.2	.
O=C(COC(=O)CCc1c[nH]c(=O)[nH]1)Nc1cccc(Cl)c1	-1.3	108.3
CS(=O)(=O)N(CC(=O)Nc1ccc(I)cc1)c1cccc(Cl)c1	-0.1	.
CCCOC(=O)c1c(-c2ccc(OCC)cc2)csc1N	-9.8	.
Cc1ccc2cccc(SCC(=O)Nc3ccc([N+](=O)[O-])cc3)c2n1	6.8	.
O=C(CCc1ccccc1)Nc1cccc(Cl)c1Cl	0.8	.
Cc1ccc(Cl)cc1NC(=O)CSc1nc2ccc([N+](=O)[O-])cc2s1	4.9	.
Cc1c(OCc2nn[nH]n2)ccc2c3c(c(=O)oc12)CCCC3	1.8	113.7
CC1Cc2nc(SCC(=O)Nc3ccc4c(c3)OCO4)n(CCc3ccccc3)c(=O)c2S1 (stereo not drawn)	-0.5	59.8
O=C(c1ccccc1Oc1nnnn1-c1ccccc1)N1CCOCC1	7.0	115.5
O=C(COC(=O)C1CCN(S(=O)(=O)c2cccs2)CC1)c1cc2ccccc2o1	9.5	.
O=C(O)CC(Cc1ccccc1)C(=O)O (stereo not drawn)	-13.6	.
Continuation.
SMILES	HePTP inh	BAP1 block
O=C(CSc1nc2ccccc2c(=O)n1CC1CCCCC1)c1ccc(Cl)cc1	0.4	.
CCC(C)(C(=O)NC1CCCC1)N(Cc1ccco1)C(=O)c1ccccn1 (stereo not drawn)	-4.3	99.9
Cc1onc(-c2ccccc2Cl)c1C(=O)Nc1cccc2cccnc12	6.7&-3.4	74.8
CC(c1ccccc1)n1cc(C(=O)NCc2cccnc2)nn1 (stereo not drawn)	-3.7	101.8
COc1ccccc1N=Cc1c(O)n(-c2ccccc2F)c(=O)[nH]c1=O	-17.3	.
COc1ccc(-c2nc3ncccn3c2Nc2ccc3c(c2)OCCO3)cc1	8.2	107.0
CCOc1c(C)cc2[nH]c(C)nc2c1C	4.5	.
COc1ccccc1N1CCN(C(=O)NC2CCCCC2)CC1	10.3	.
CCN(CC)C(=O)CSc1nnc(-c2cccc(OC)c2)o1	-2.4	100.9
CC(=O)Nc1nonc1NC(=O)CSc1ccccn1	3.4	123.6
Cc1cc(C)cc(NC(=O)C2CC(=O)N=C(N)S2)c1 (stereo not drawn)	-9.1	.
Cc1ccc(S(=O)(=O)N2CCC(C(=O)Nc3nnc(-c4ccco4)s3)CC2)cc1	-6.9	.
O=C(Nc1cccc2ccccc12)c1ccc(S(=O)(=O)N2CCOCC2)cc1	3.5	62.4
Cc1ccc(C(=O)NCc2ccccn2)cc1[N+](=O)[O-]	-15.6	.
COc1ccccc1NC(=O)C1=C(C)NC(=O)NC1c1ccc([N+](=O)[O-])cc1 (stereo not drawn)	-1.1	.
O=C(c1cc2nc(-c3ccco3)cc(C(F)(F)F)n2n1)N1CCN(c2ccccc2)CC1	2.7	57.0
Cc1cc(C)cc(N2C(=O)C3C4C=CC(C4)C3C2=O)c1 (stereo not drawn)	9.9	95.0
COc1cc2c(cc1NC(=O)Cc1ccc(OC)c(OC)c1)oc1ccccc12	-3.5	.
CCN(CC)CCCn1c(C)cc2c(c1=O)C(c1ccccc1)C(C#N)=C(N)O2 (stereo not drawn)	6.2	65.5
CCOC(=O)C(CCOCCOc1cc(C)cc(C)c1C)C(=O)OCC	2.0	.
Nc1nc(CN2CCN(c3ccccc3)CC2)nc(N2CCCc3ccccc32)n1	10.9	100.9
CCOC(=O)CCc1c(C)nc2cc(-c3cccc(F)c3)[nH]n2c1=O	-6.9	.
CCOc1ccc(C(=O)Nc2ccc3oc(-c4cccc(I)c4)nc3c2)cc1[N+](=O)[O-]	.	54.1
Cc1c(Cl)cccc1N1C(=O)C2C3C=CC(C4CC34)C2C1=O (stereo not drawn)	7.4	.
CC(=O)N1CCN(C2=NC(=O)/C(=C/c3ccccc3)S2)CC1	-12.6	.
COc1cccc(NC(=O)CSc2nnc(-c3cccc(OC(C)C)c3)n2N)c1	-2.8	98.2
O=C(N/N=C/c1ccc(I)cc1)C1CC(=O)N(c2ccccc2)C1 (stereo not drawn)	1.9	.
Cc1ccc(CNC(=O)CN2C(=O)C3(OCCCO3)c3ccccc32)cc1	5.5	74.2
CN1CCN(c2ccccc2NS(=O)(=O)c2ccc3c(c2)CCN3C(=O)C2CCC2)CC1	11.8	91.4
Cc1cccc(CN2CCN(S(=O)(=O)c3ccc(Cl)cc3)CC2)c1	-3.9	.
COc1cc(C(C)=O)ccc1OC(=O)CN1C(=O)c2ccccc2C1=O	-2.9	115.5
CCOC(=O)N1CCN(C(=O)CN(C2CCCCC2)S(C)(=O)=O)CC1	9.7	126.8
O=c1oc(-c2ccccc2Cl)nc2sc3c(c12)CCCCC3	-5.4	.
COc1ccc(NC(=O)C(=O)NCc2ccc(Cl)cc2)cc1Cl	7.4	.
CN(CC(=O)Nc1ccc(F)c(F)c1)S(=O)(=O)c1cccc2nsnc12	4.3	104.7
O=C(NCc1ccco1)c1ccc(N2CCCC2=O)cc1	0.1	87.2
CCOc1ccc(/C=C2\C(=O)NC(=S)N(c3ccc(CC)cc3)C2=O)cc1OC	-1.5	.
COc1nc(-c2ccccc2)ccc1-c1noc(COc2ccccc2)n1	-0.2	98.9
C=CCn1c(SCC(=O)/C(C#N)=C(\C)N)nc2sc(CC)cc2c1=O	4.0	71.9
O=C(CCn1nnc(-c2cccs2)n1)NCc1ccccc1Cl	8.7	103.2
CCOC(=O)C1=C(C)NC(C)=C(C(=O)OCC)C1c1ccc(C)cc1	6.2	.
CC(=O)NCC(=O)OCC(=O)c1ccc(C)c(C)c1	0.2	92.6
CCO/C=C1/C(=O)N(CC)c2ccccc21	3.8	101.3
O=C(NCC1CCCO1)C1CCC(=O)N1Cc1ccccc1Cl (stereo not drawn)	7.9	89.6
COc1cc(CC(NC(C)=O)C(=O)NC2CCN(c3nc(C)cc(C)c3C#N)CC2)cc(OC)c1 (stereo not drawn)	3.2	80.4
CCOC(=O)c1c(O)cc2ccccc2c1O	.	84.4
Cc1cc(C)nc(N/N=C/c2ccc(C(F)(F)F)cc2)n1	2.8	.
COC(=O)c1cccc(-c2ccc(/C=C3\C(=O)N(c4cccc(C(=O)O)c4)N=C3C)o2)c1	101.9*	.
CCOc1ccccc1NC(=O)CN(c1c(C)cccc1C)S(C)(=O)=O	-5.2	.
CC(C)N(c1ccccc1)c1ccc(NC(=O)C2CCCO2)cc1 (stereo not drawn)	5.0	110.7
COc1ccc(OC)c(S(=O)(=O)N2CCC(C(=O)Nc3ccc(C)c(C)c3)CC2)c1	10.3	96.3
CCOC(=O)N1CCN(CC(O)COC(CC)c2ccccc2)CC1 (stereo not drawn)	5.3	91.3
Cc1ccc(/C=N/NC(=O)C2=NNC(=O)C2C)o1 (stereo not drawn)	-4.3	.
Cc1ccc(S(=O)(=O)Nc2cc(C(=O)NCCN3CCCC3)ccc2N2CCCCC2)cc1	5.1	94.2
COc1ccccc1N1CSC2=C(C#N)C(c3ccc(SC)cc3)CC(=O)N2C1 (stereo not drawn)	4.3	67.5
COc1ccc(OC)c(/C=C2/C(=O)ON=C2c2ccccc2)c1	12.9	.
C=CCNC(=O)c1ccc2c(c1)nnn2C	1.5	.
CCOc1ccc(NC(=S)NC(=O)/C=C/c2ccc(OC)c(OC)c2)c([N+](=O)[O-])c1	-2.1	.
COC(=O)Sc1nc(N2CCOCC2)c2c(c1C#N)CC(C)(C)OC2	2.1	94.8
